Screens from PubChem BioAssay.
PAX8 reporter = lowers PAX8-driven luciferase in RMG-I cells. RMG-I TPO-luciferase reporter, SteadyGlo, 24 h. inhibition, % at 12.6 µM. 360,000 compounds, 1.2% hits;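 active = mean replicate inhibition at least 60% with every replicate also reaching 60%; inconclusive = only one of the two criteria is met; inactive = mean below 60% and not all replicates reaching 60%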;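 also: luciferase light reporting Pax8 driven TPO promoter activity; plate controls were median of neutral control wells for no effect and mitoxantrone controls for full effect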
CASP6 VEID inh = blocks human caspase-6 cleavage activity. P55212. purified caspase-6, Z-VEID-R110 cleavage fluorescence. inhibition, % at 12.5 µM. 350,000 compounds, 0.53% hits. AID 686996;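 active = mean inhibition across replicates at least about 35%, with every replicate also reaching that limit, limit read from the data; inconclusive = only one of the two criteria met; inactive = neither criterion met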;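 also: 0% = median of neutral control wells and 100% = no fluorescence left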
Target sequence (P55212 24-179 limits assumed): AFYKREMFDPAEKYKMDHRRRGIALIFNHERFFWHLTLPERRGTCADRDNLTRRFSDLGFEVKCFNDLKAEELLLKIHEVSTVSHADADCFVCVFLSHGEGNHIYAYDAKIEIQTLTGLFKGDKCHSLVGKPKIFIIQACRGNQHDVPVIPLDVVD
Target sequence (P55212 194-293 limits assumed): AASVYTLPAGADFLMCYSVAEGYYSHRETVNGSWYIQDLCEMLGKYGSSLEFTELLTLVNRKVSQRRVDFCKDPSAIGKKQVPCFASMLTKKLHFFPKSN
DENV2 CPE = inhibitors of DENV2 cytopathic effect; DENV2-infected cells, cytopathic effect rescue, plate reader; CPE inhibition, % at 9.99 µM; 350,000 compounds, 1.7% hits; in the data active = CPE inhibition above about 20%, passing the limit was not always enough; inconclusive = no clear call, values can overlap the other calls; tested in BHK-21 cells;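 also: 0% = median of neutral control wells and 100% = median of positive control wells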
ARNT-TACC3 inh = disruptors of human ARNT/TACC3 interaction; inhibition, % at 9.99 µM; AlphaScreen His-ARNT PAS-B/GST-TACC3 binding, luminescence; TACC3 fragment carries E629A point mutation; 390,000 compounds, 0.66% hits; Q9Y6A5;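 active = mean inhibition of replicates at least 50% and at least half of replicates each reaching 50%; inconclusive = half or more replicates reach 50% but mean below 50%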;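 also: 0% = complete ARNT plus TACC3 wells and 100% = ARNT alone without TACC3; many hits fall short of the cut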
EWS-Fli block = EWS/Fli transcriptional activity inhibition; A673 NR0B1-luciferase reporter, viability-normalised; inhibition, % at 12.6 µM; 350,000 compounds, 0.67% hits; AID 651661;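 active = mean inhibition of at least 50% after viability correction, with every replicate also passing that limit; inconclusive = mean reaches 50% but only one of two replicates passes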;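 also: firefly luciferase signal divided by Alamar Blue viability fluorescence both relative to DMSO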
LGR2 inh = Drosophila LGR2 receptor signaling inhibition. HEK293 LGR2, CRE-luciferase, bursicon-stimulated, 4 h. inhibition, % at 9.99 µM. 380,000 compounds, 0.35% hits;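 active = drop in luminescence signal, shown as inhibition above about 50% in the replicate tests, limit read from the data, passing the limit was not always enough; inconclusive = probably only some replicates passing the limit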;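 also: agonist challenge used bursicon conditioned medium at about half maximal strength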
SIRT5 block = blocks human SIRT5 desuccinylation of peptide | Q9NXA8 | Purified SirT5, succinyl-peptide AMC, trypsin-coupled fluorescence | inhibition, % at 15 µM | 330,000 compounds, 1.1% hits; in the data active = inhibition above about 15%; inconclusive = no clear call, values can overlap the other calls
Target sequence (Q9NXA8 whole entry, looked up): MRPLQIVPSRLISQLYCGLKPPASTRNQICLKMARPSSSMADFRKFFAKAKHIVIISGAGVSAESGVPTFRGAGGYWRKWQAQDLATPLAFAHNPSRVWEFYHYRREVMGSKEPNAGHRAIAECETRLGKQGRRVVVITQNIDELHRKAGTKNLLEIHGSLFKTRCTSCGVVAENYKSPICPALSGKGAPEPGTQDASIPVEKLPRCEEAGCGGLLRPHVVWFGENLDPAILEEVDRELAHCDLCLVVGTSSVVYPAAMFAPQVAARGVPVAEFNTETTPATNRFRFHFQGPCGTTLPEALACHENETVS
* hit, by the source's call; ? = inconclusive; . = no result given.

# | Molecule | PAX8 reporter | CASP6 VEID inh | DENV2 CPE | ARNT-TACC3 inh
1 | CO[C@@H]1CN(C)C(=O)c2ccc(NC(=O)Nc3cc(F)ccc3F)cc2OC[C@H](C)N(C(=O)c2ccccn2)C[C@H]1C | -9 | -1 | 26* | 17
2 | COc1nc(Cc2ccc(Cl)cc2)nc2ccccc12 | -14 | 2 | 4 | .
3 | O=C(NCC1CCCO1)C1CCN(C(=O)c2ccc(Br)cc2)CC1 (stereo not given) | . | 1 | 10 | -5
4 | CNC[C@H]1Oc2ncc(-c3ccccc3C)cc2C(=O)N([C@H](C)CO)C[C@H]1C | . | 1 | 3 | -4
5 | O=C(C[C@H]1C[C@H]2c3cc(NC(=O)CC4CC4)ccc3O[C@H]2[C@@H](CO)O1)NCc1ccc(-c2ccccc2)cc1 | -5 | -1 | 2 | -2
6 | C/C=C/c1ccc(OC(C)=O)c(OC)c1 | 5 | 2 | -21 | 20*
7 | COc1ccccc1NC(=S)N(C(C)C)C(C)c1ccccn1 (stereo not given) | 5 | 2 | -2 | 13
8 | CCCNC(=O)N1[C@H](CO)[C@@H](c2ccccc2)[C@@H]1CNC(=O)c1cccc(F)c1 | 4 | -3 | -5 | 1
9 | COc1ccc(NC(=O)CN(C)C(=O)CCCN2C(=O)c3cccc4cccc(c34)C2=O)cc1 | -6 | 0 | -2 | 1
10 | Cc1noc(C)c1NC(=O)Nc1cccc2c1O[C@@H](CN(C)CC1CC1)[C@H](C)CN([C@H](C)CO)C2=O | . | 3 | 0 | -3

# | EWS-Fli block | LGR2 inh | SIRT5 block
1 | -4 | 1 | .
2 | 8 | 3 | -7
3 | 3 | -10 | 1
4 | 2 | -17 | -3
5 | -3 | 7 | .
6 | 12 | -12 | .
7 | 1 | 5 | -1
8 | 14 | -10 | 2
9 | -20 | -14 | -1
10 | -8 | -5 | -9

Continuation:
# | Molecule | PAX8 reporter | CASP6 VEID inh | DENV2 CPE | ARNT-TACC3 inh
11 | CCC(=O)NCC(c1cccs1)N1CCOCC1 (stereo not given) | . | 8 | -3 | -16
12 | C[C@H](CO)N1C[C@H](C)[C@@H](CN(C)S(=O)(=O)c2ccccc2)OCc2ccccc2-c2ccccc2C1=O | . | 1 | ? | 0
13 | OCCN1CCN(CC/C=C2/c3ccccc3Sc3ccc(C(F)(F)F)cc32)CC1 | 7 | -5 | 17 | 19
14 | C[C@@H]1CCCCO[C@@H](CN(C)S(=O)(=O)c2cn(C)cn2)[C@H](C)CN([C@@H](C)CO)C(=O)c2cc(NC(=O)Nc3ccc4c(c3)OCO4)ccc2O1 | . | 1 | 3 | 11
15 | C[C@@H]1CN([C@@H](C)CO)C(=O)c2cccc(NS(=O)(=O)c3ccccc3)c2O[C@@H]1CN(C)C(=O)Nc1ccc2c(c1)OCO2 | . | -2 | 0 | -8
16 | Oc1[nH]c2ccccc2c1N=Nc1nncc2ccccc12 | -12 | 2 | 1 | 3
17 | CC=Cc1ccc2n(c1=O)C[C@H]1[C@H](CO)[C@@H](C(=O)NCCc3cn(C)cn3)[C@@H]2N1C(=O)CC1CC1 (mixture of isomers) | 5 | 12 | -8 | .
18 | C[C@@H]1CN([C@@H](C)CO)C(=O)c2cccc(NC(=O)Nc3ccccc3)c2O[C@H]1CN(C)CC1CC1 | -12 | -4 | -3 | 4
19 | O=C(Nc1c(C(=O)O)[nH]c2ccccc12)c1cccc(C(F)(F)F)c1 | 14 | 2 | 1 | -2
20 | CCCCc1nc2cc(Cl)ccc2o1 | 0 | -3 | 2 | 2

# | EWS-Fli block | LGR2 inh | SIRT5 block
11 | -3 | 13 | 0
12 | 4 | 6 | 1
13 | -1 | 9 | -10
14 | -11 | 3 | -3
15 | -27 | 6 | 0
16 | -71 | -50 | 1
17 | -6 | -2 | -19
18 | -1 | -8 | -2
19 | 14 | -10 | -1
20 | 2 | 0 | -2

(continued)
# | Molecule | PAX8 reporter | CASP6 VEID inh | DENV2 CPE | ARNT-TACC3 inh
21 | COc1ccc(-c2csc(C(NC(C)=O)c3ccc(F)c(F)c3)n2)cn1 (stereo not given) | -1 | 1 | 3 | .
22 | O=C(NCc1cccc(Cl)c1)NC(=O)c1csc([N+](=O)[O-])c1 | 11 | 2 | 5 | 4
23 | Cc1ccc2c(CN3CCCCC3)cc(=O)oc2c1C | -45 | -2 | -1 | 12
24 | C[C@H](CO)N1C[C@H](C)[C@H](CN(C)Cc2cccc(O)c2)OCc2cn(nn2)CCCC1=O | -3 | . | . | .
25 | COc1ccc2c3c([nH]c2c1)[C@H](CO)N(C(=O)NC(C)C)CC31CCN(C(=O)c2ccccn2)CC1 | . | 0 | 4 | .
26 | FC(F)Oc1ccc(NC(=S)NCc2ccccc2)cc1 | -38 | 1 | 0 | -3
27 | CCOC(=O)[C@@H]1[C@H]2COc3ccc(Br)cc3[C@H]2N2C(=O)N(c3ccc(C)cc3)C(=O)[C@@]12C | 20 | -2 | -12 | 1
28 | COc1ccc2c3c(n(C)c2c1)[C@@H](CO)N(S(=O)(=O)c1ccc(C)cc1)CC31CCN(Cc2cccnc2)CC1 | . | -1 | 0 | .
29 | Cn1c(=O)c2c(ncn2CC(=O)OCC(=O)Nc2cc(Cl)ccc2Cl)n(C)c1=O | -15 | . | . | -10
30 | CSc1sc(C(=O)N2CCc3ccccc32)cc1S(=O)(=O)C(C)C | 0 | 0 | 11 | 0

# | EWS-Fli block | LGR2 inh | SIRT5 block
21 | 6 | -12 | -4
22 | 0 | 4 | -2
23 | -38 | -29 | -2
24 | -6 | 14 | .
25 | -11 | 1 | 0
26 | 6 | . | .
27 | -2 | 6 | .
28 | -9 | -16 | 3
29 | . | 0 | .
30 | 4 | -21 | -4

New compounds follow.
# | Molecule | PAX8 reporter | CASP6 VEID inh | DENV2 CPE | ARNT-TACC3 inh
31 | O=S1(=O)CC(N2CCCCC2)CN1Cc1cn(Cc2ccc(Cl)cc2)nn1 (stereo not given) | -6 | -2 | -6 | .
32 | O=S(=O)(NCc1csc(-c2ccccc2)n1)c1ccc(Cl)s1 | -16 | 0 | 6 | -4
33 | Cc1ccc(OCC(O)Cn2nc(C)cc2C)cc1 (stereo not given) | -6 | -1 | -7 | 1
34 | O=C(CN1CCN(CC(=O)c2ccccc2)CC1)c1ccccc1 | 1 | -20 | -3 | 4
35 | CC(C)NC(=O)N(C)C[C@H]1Oc2ccc(N(C)C)cc2C(=O)N([C@H](C)CO)C[C@H]1C | -13 | 4 | -6 | .
36 | COc1ccc(OC)c(Nc2nc(-c3ccccc3O)nc3ccccc23)c1 | 14 | -3 | 2 | .
37 | CCN1CCCC1Cn1cnc2c([nH]c3ccc(OC)cc32)c1=O (stereo not given) | -1 | -5 | 2 | 2
38 | O=C(C[C@H]1C[C@@H]2c3cc(NC(=O)Nc4ccccc4F)ccc3O[C@@H]2[C@H](CO)O1)NCc1ccc2c(c1)OCO2 | 21 | 5 | -3 | 3
39 | COc1ccc(NS(=O)(=O)c2ccc(-c3ccccn3)s2)cc1 | 0 | 0 | -6 | .
40 | Cc1cc(=O)n2cccc(O)c2n1 | 21 | 1 | 2 | 7

# | EWS-Fli block | LGR2 inh | SIRT5 block
31 | -1 | 24 | -3
32 | -5 | 1 | 4
33 | -20 | -3 | -4
34 | -2 | 46 | .
35 | 1 | 4 | .
36 | 22 | -1 | -2
37 | -1 | 6 | -7
38 | -6 | 2 | 0
39 | 2 | . | 0
40 | 3 | 38 | -7

Later entries:
# | Molecule | PAX8 reporter | CASP6 VEID inh | DENV2 CPE | ARNT-TACC3 inh
41 | O=C(N/N=C/c1ccncc1)/C(=C/c1ccccc1)NC(=O)c1ccccc1 | . | -1 | 3 | -2
42 | COc1ccc(CN(C)C[C@@H]2Oc3ccc(NS(=O)(=O)c4cn(C)cn4)cc3C(=O)N([C@H](C)CO)C[C@@H]2C)cc1 | 5 | -1 | -5 | -2
43 | COc1cc(CNCc2ccccn2)ccc1OCC(=O)NC(C)(C)C | 12 | . | . | 82*
44 | CCc1ccc(C2CC(=O)N(c3cccc(F)c3)C3=C2C(=O)OC3)cc1 (stereo not given) | -2 | 1 | -3 | -6
45 | C[C@]12c3[nH]c4ccc(Cl)cc4c3CCN1C(=O)[C@@H](CC(=O)NCCC1=CCCCC1)C[C@@H]2C(=O)N1CCCCC1 | -14 | 1 | 0 | -1
46 | CCOC(=O)NC(=O)CSc1nnc(C2CC2)n1Cc1ccco1 | 20 | . | -4 | -4
47 | C[C@H](CO)N1C[C@H](C)[C@H](CN(C)C(=O)CC2CC2)Oc2cc(C#CC3CC3)ccc2S1(=O)=O | . | 0 | 1 | 3
48 | CCOC(=O)c1ccc(C(=S)N2CCCC2)cc1 | 7 | 4 | -2 | 15
49 | C[C@H](CO)N1C[C@H](C)[C@H](CN(C)CC2CC2)Oc2ccc(NC(=O)C3CCCCC3)cc2C1=O | . | . | 2 | -5
50 | COc1ccc(/C(N)=N/OC(=O)C2CCC(=O)N2S(=O)(=O)c2ccc(C)cc2)cc1 (stereo not given) | -19 | . | . | -5

# | EWS-Fli block | LGR2 inh | SIRT5 block
41 | 5 | -3 | 2
42 | -2 | 2 | -1
43 | . | 21 | .
44 | 3 | 9 | -1
45 | -28 | -4 | -1
46 | 8 | -5 | -2
47 | 0 | -4 | -2
48 | 5 | 0 | -1
49 | -6 | -1 | -1
50 | . | 11 | .

Additional structures follow.
# | Molecule | PAX8 reporter | CASP6 VEID inh | DENV2 CPE | ARNT-TACC3 inh
51 | Cc1ccc(S(=O)(=O)N(C)C[C@@H]2Oc3c(NS(=O)(=O)c4ccc(F)cc4)cccc3C(=O)N([C@H](C)CO)C[C@H]2C)cc1 | -9 | . | 16 | 11
52 | O=C1CC2(CCCCC2)Oc2ccccc21 | 3 | 8 | -16 | -3
53 | Cc1cc(C(O)c2ncc(-c3cccc4ccccc34)[nH]2)ccc1F (stereo not given) | 7 | 3 | -3 | .
54 | COc1ccc(S(=O)(=O)NC(C)C(=O)NCc2ccncc2)cc1Cl (stereo not given) | -1 | -2 | 12 | 1
55 | CCC(=O)c1cn([C@@H](CCC(OC)OC)CC(=O)OC(C)(C)C)cc1CC | -17 | -3 | ? | 0
56 | Cc1cc(C)n(-c2ccc(C)c(Cl)c2)n1 | -7 | -2 | 15 | 2
57 | Cc1ccc(N(C(=O)c2csnn2)C(C(=O)NC2CCCCC2)c2ccncc2)c(C)c1 (stereo not given) | 1 | 0 | 8 | 2
58 | C[C@H]1CN([C@@H](C)CO)C(=O)Cc2cc(NC(=O)Cc3cn(C)c4ccccc34)ccc2O[C@H]1CN(C)S(=O)(=O)c1ccc(F)cc1 | 1 | 0 | -8 | 3
59 | C[C@H](CO)N1C[C@H](C)[C@H](CN(C)CC2CCCCC2)Oc2ccc(NC(=O)C3CCCCC3)cc2CC1=O | . | 3 | 5 | -3
60 | CC(C)C(=O)N1CCCC1(C)C(=O)Nc1ccc(-n2cccc2)cc1 (stereo not given) | 27 | 1 | 5 | .

# | EWS-Fli block | LGR2 inh | SIRT5 block
51 | 0 | -1 | .
52 | 2 | 9 | 31*
53 | -1 | -6 | 0
54 | 0 | -8 | 0
55 | -21 | . | .
56 | -7 | 0 | -3
57 | 5 | 4 | -3
58 | -8 | -19 | -2
59 | 7 | -6 | 8
60 | -2 | -4 | -4
